Screening data deposited in PubChem BioAssay by National Center for Advancing Translational Sciences (NCATS).
UDG counterscr: Primary qHTS assay for inhibitors of Activation Induced Cytidine Deaminase (AID): UDG Counterscreen signal; AID 1347430, 2020; Uracil-DNA glycosylase; 91,000 tested, 0.14% active; Potency, µM (top dose mostly 115 µM), for the others: at the highest dose activity change, negative = inhibition, actives largely listed as inhibitors; FRET deamination/UDG coupled assay, UDG read, 4 h; also: nearly all actives have a fitted effect of over 65% in size
AID inh: Primary qHTS assay for inhibitors of Activation Induced Cytidine Deaminase (AID): AID signal. Potency, µM (series often up to 115 µM), without a hit: at the top dose activity change, negative = inhibition, usual class: inhibitors. 91,000 tested, 0.32% active. Single-stranded DNA cytosine deaminase (Homo sapiens), Q9GZX7. AID deamination FRET fluorescence, UDG-coupled, 4 h; also: nearly all actives have a fitted effect of over 25% in size
Target sequence (Q9GZX7 whole entry, looked up): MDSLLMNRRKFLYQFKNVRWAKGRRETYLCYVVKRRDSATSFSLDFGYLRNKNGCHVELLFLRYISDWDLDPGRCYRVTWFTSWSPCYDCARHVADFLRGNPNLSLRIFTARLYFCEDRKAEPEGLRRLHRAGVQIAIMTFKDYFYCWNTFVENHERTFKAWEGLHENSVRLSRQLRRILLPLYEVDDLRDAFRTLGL
Numbers without * were called inactive; u = inconclusive; & = joins results of further samples; [ ] = dose if it differs, or a comment. Calls follow the shape of the dose curve; as a rule, active = well fitted curve in the direction sought with a large enough effect; inconclusive = small, poorly fitted or top-dose-only effect, or another doubt; inactive = no such curve, though single readings can be large; an effect the other way counts as inactive or inconclusive. % is scaled to controls: 0 for no effect and ±100 for the full control effect; potency is read from the fitted curve at half-maximal effect. These rows are one share of the data (hit frequency here may not be typical).

SMILES	UDG counterscr	AID inh
CC(C)C1C(=O)Nc2ccc(S(=O)(=O)NCc3ccc(Cl)cc3)cc21 (configuration not stated)	-9%	17%
Cc1cc(CS(=O)(=O)Cc2ccc(Cl)c(Cl)c2)on1	-1%	-5%
Cc1nc(Oc2ccc(F)cc2Cl)c2oc3ccccc3c2n1	-12%	u
CCOc1ccc(/C=C/c2nc(C#N)c(NC(C)c3ccccc3)o2)cc1 (configuration not stated)	9%	0%
Cc1ccc2c(c1)C(O)(c1c(C)[nH]c3ccccc13)C(=O)N2 (configuration not stated)	-15%	-10%
Cc1ccc(NC(=O)Cn2cnc3c(oc4ccccc43)c2=O)cc1	5%	-9%
COc1cccc(N2CC(NC(=O)c3cc(Cl)ccc3OC)CC2=O)c1 (configuration not stated)	0%&-8%	-14%&0%
CCCC(=O)N1CCN(c2nc(C)c3c(c2C#N)CCCC3)CC1	0%	-13%
CCOC(=O)Cc1ccc(NC(=O)Nc2cc3c(cc2N2CCCCC2)n(C)c(=O)n3C)cc1	-6%	6%
CCOc1ccc(NC(=O)CCCc2nnc3n(C)c(=O)c4sccc4n23)cc1	0%	7%
Cc1ccc(O)c(-c2ccnc3cc(-c4ccc(Cl)cc4)nn23)c1	-6%	7%
Cc1ccc(-c2csc(=Nc3ccccc3)n2-c2ccccc2)cc1	-7%	-12%
Cc1cc(C)c2c(c1)C(=O)c1ccccc1-2	-6%	-4%
Cc1cc(-c2nc3ncccc3o2)ccc1NC(=O)c1ccc(Br)cc1	3%	14%
CCC(C)NC(=O)c1cc(SC)ccc1C (configuration not stated)	9%	3%
COC(=O)c1ccc(Cl)cc1NC(=O)NCc1c(-n2cccc2)sc2c1CCCC2	3%	-2%
COc1ccc(CNC(=O)CCC2N=C3c4ccccc4N=C(SCC(=O)NCCc4ccc(OC)c(OC)c4)N3C2=O)cc1 (configuration not stated)	2%	11%
CC(Sc1cccc[n+]1[O-])C(=O)Nc1cccc2ccccc12 (configuration not stated)	-8%	125%[activator]
CC(=O)N(Cc1cc2cc(C)ccc2[nH]c1=O)CC(C)C	11%	9%
CCOc1cc(-c2nnc(SCC(=O)Nc3ccc(F)c(F)c3)nc2-c2ccc(OC)c(OCC)c2)ccc1OC	1%	30%[activator]

In a second layout: entries from further up
Values run as follows: UDG counterscr, AID inh
Cc1nc(Oc2ccc(F)cc2Cl)c2oc3ccccc3c2n1
  -12%, u
CCOc1ccc(/C=C/c2nc(C#N)c(NC(C)c3ccccc3)o2)cc1 (configuration not stated)
  9%, 0%
Cc1ccc2c(c1)C(O)(c1c(C)[nH]c3ccccc13)C(=O)N2 (configuration not stated)
  -15%, -10%
Cc1ccc(NC(=O)Cn2cnc3c(oc4ccccc43)c2=O)cc1
  5%, -9%
COc1cccc(N2CC(NC(=O)c3cc(Cl)ccc3OC)CC2=O)c1 (configuration not stated)
  0%&-8%, -14%&0%
CCCC(=O)N1CCN(c2nc(C)c3c(c2C#N)CCCC3)CC1
  0%, -13%
CCOC(=O)Cc1ccc(NC(=O)Nc2cc3c(cc2N2CCCCC2)n(C)c(=O)n3C)cc1
  -6%, 6%
CCOc1ccc(NC(=O)CCCc2nnc3n(C)c(=O)c4sccc4n23)cc1
  0%, 7%
Cc1ccc(O)c(-c2ccnc3cc(-c4ccc(Cl)cc4)nn23)c1
  -6%, 7%
Cc1ccc(-c2csc(=Nc3ccccc3)n2-c2ccccc2)cc1
  -7%, -12%
Cc1cc(C)c2c(c1)C(=O)c1ccccc1-2
  -6%, -4%
Cc1cc(-c2nc3ncccc3o2)ccc1NC(=O)c1ccc(Br)cc1
  3%, 14%
CCC(C)NC(=O)c1cc(SC)ccc1C (configuration not stated)
  9%, 3%
COC(=O)c1ccc(Cl)cc1NC(=O)NCc1c(-n2cccc2)sc2c1CCCC2
  3%, -2%
COc1ccc(CNC(=O)CCC2N=C3c4ccccc4N=C(SCC(=O)NCCc4ccc(OC)c(OC)c4)N3C2=O)cc1 (configuration not stated)
  2%, 11%
CC(Sc1cccc[n+]1[O-])C(=O)Nc1cccc2ccccc12 (configuration not stated)
  -8%, 125%[activator]
CC(=O)N(Cc1cc2cc(C)ccc2[nH]c1=O)CC(C)C
  11%, 9%
CCOc1cc(-c2nnc(SCC(=O)Nc3ccc(F)c(F)c3)nc2-c2ccc(OC)c(OCC)c2)ccc1OC
  1%, 30%[activator]

Another view of 2 compounds above.
The line under a structure holds: UDG counterscr	AID inh
- Cc1ccc(-c2csc(=Nc3ccccc3)n2-c2ccccc2)cc1
    -7%	-12%
- Cc1cc(C)c2c(c1)C(=O)c1ccccc1-2
    -6%	-4%

(next part)
SMILES	UDG counterscr	AID inh
Cc1ccccc1NC(=O)CSc1nc2ccccc2c2nc(CCn3cncc3C)nn12	8%	-11%
Cc1ccc2c(c1)-c1ccccc1C2=Nc1ccc2c(c1)Cc1ccccc1-2	-3%	-2%
COc1cccc(CNC(=O)c2ccc3c(c2)c(C)c(C)n3Cc2ccccc2)c1OC	34%[activator]	-22%
COC(=O)C(C)OC(=O)c1c[nH]c2cc(Br)c(Br)cc12 (configuration not stated)	-10%	-7%
Cc1ccc(C)c(N2CCN(C(=O)c3cccn3-c3nnc(N4CCCCC4)s3)CC2)c1	37%[activator]	u
O=C(NC(C1CC1)C1CC1)c1ccc(F)c(F)c1	-5%	-4%
Cc1c(Cl)ccc(S(=O)(=O)N2CCC(C(=O)O)CC2)c1Cl	8%	5%
COc1cccc(-c2nc(SCC(=O)NCC3CCCO3)c(-c3ccc(F)cc3)[nH]2)c1 (configuration not stated)	-8%	5%
Cc1ccc2[nH]c(=O)c(-c3noc(CCCC(=O)NC4CCCCC4)n3)cc2c1	8%	11%
CC(C)CC(NC(N)=O)C(=O)NCc1cccc(C(F)(F)F)c1 (configuration not stated)	-6%	0%
COc1ccc(CNC(=O)C2CCN(S(=O)(=O)c3c(C)noc3/C=C/c3ccccc3F)CC2)cc1	-1%	11%
COc1ccc(C(=O)CC2(O)C(=O)N(Cc3cccc(C(F)(F)F)c3)c3ccccc32)cc1 (configuration not stated)	-3%	-23%
CC(C)[C@H](NC(=O)OC(C)(C)C)C(=O)NC[C@H](CC(=O)O)c1ccc(Cl)cc1	-1%	7%
COc1ccc(Nc2nc(Nc3ccc(C)c(Cl)c3)c3nccnc3n2)cc1	-12%	u
Cc1ccc(C(=O)N(C)C2CCCCC2)cc1Br	4%	-3%
Cc1ccc(Cl)cc1N1CCN(C(=O)c2ccc(C)c(-n3c(C)nc4cccnc43)c2)CC1	58%[activator]	u
CCOc1ccc(NC(=O)Cn2c(=O)n(Cc3nc(-c4ccccc4)no3)c(=O)c3ccccc32)cc1	2%	-2%
O=C(/C=C/c1cnc2ccccc2n1)NCc1ccccc1	-4%	2%
CCc1ccc(C(=O)Oc2ccc(Br)cc2)cc1	-7%	-1%
CCCOc1ccc(C2c3c(-c4ccccc4O)n[nH]c3C(=O)N2CCc2ccccc2)cc1OCC (configuration not stated)	-9%	-19%
O=C(CCOc1ccc(Cl)cc1)N1CCC(c2nnc3n2CCC3)CC1	-3%	-5%
O=C(Cn1nc(-c2ccccc2)c2cnc3ccccc3c21)Nc1ccccc1	u	6%
Cc1cccc(C)c1NC(=O)CO/N=C/c1ccccc1O	-2%	-6%
CC(C)(C)C1=N/C(=C/c2ccc(OC(F)F)cc2)C(=O)O1	-13%	-5%
COc1ccc(-c2noc(CSCC(=O)Nc3ccc(C)cc3Br)n2)cc1OC	-3%	3%
CCCn1c(=O)c2sccc2n2c(CCCC(=O)Nc3ccccc3F)nnc12	1%	1%
COc1ccc(C(CNC(=O)c2oc3cc(C)c(Cl)cc3c2C)N2CCCCC2)cc1 (configuration not stated)	-3%	4%
Cc1ccc(CNC(=O)c2ccc(=O)[nH]c2)s1	-1%	6%
COCCn1c(C)cc(C(=O)CSc2nnc(Nc3cccc(C)c3)s2)c1C	3%	-9%
O=C(CCCn1c(=O)c2cccn2c2ccc(Br)cc21)N1CCN(c2ccccn2)CC1	0%	u
Cc1cc(C)cc(C(=O)n2nc(C)c(S(=O)(=O)N3CCCCCC3)c2C)c1	-6%	-8%
Cc1ccccc1NC(=O)Nc1cccs1	2%	16%
O=C(O)c1ccccc1-c1ccco1	1%	15%
CCCCOc1ccc(C(=O)NCC(c2ccc(Cl)cc2)N2CCOCC2)cc1 (configuration not stated)	-14%	u
Cc1ccccc1C(=O)NCC(c1ccc(N(C)C)cc1)N1CCCC1 (configuration not stated)	10%	-12%
COc1ccc2c(c1)c1c(c(=O)n(-c3ccc(F)c(Cl)c3)c(=O)n1CC(N)=O)n2C	11%	29%
CCCc1cc(=O)oc2cc(OCC(=O)NCC(C)C)ccc12	3%	-8%
Cc1[nH]c2ccccc2c1C(=O)C(=O)Nc1ccc(Cl)c(Cl)c1	2%	3%
Cc1cnc2c(S(=O)(=O)N3CCCC3C(=O)N(C)C)cccc2c1 (configuration not stated)	-2%	0%
CC(Oc1ccc(Br)cc1)c1nc(-c2cccnc2)no1 (configuration not stated)	-6%	-14%
COc1ccc(NC(=S)N2CCN(CCO)CC2)c(OC)c1	0%	-4%
CCOc1ccccc1CNC(=O)C1CCN(C(=O)N2CC(CC)Oc3ccc(C)cc32)CC1 (configuration not stated)	2%[57.5 µM]	u
CONC(=O)COCc1nc2ccccc2s1	9%	6%
COc1ccc(NC(=O)NCCn2nnc3cc(S(=O)(=O)N(C)C)ccc32)cc1	-10%	11%
CCn1c(C(=O)NCc2cccc(Br)c2)cc2oc3ccccc3c21	-18%	u
O=C(NCc1ccccc1)C1Cc2ccccc2S1 (configuration not stated)	-1%	1%
Cc1cc(C)cc(NC(=O)CSc2nc3sc4c(c3c(=O)[nH]2)CCCC4)c1	9%	-4%
Cc1ccc(C)c(CSc2cn(CC(=O)N3CCCCCC3)c3ccccc23)c1	-2%	73%[activator]
Cc1nc2cc(F)ccc2cc1C(=O)NCc1ccc(C(=O)N2CCCC2)cc1	-2%	-3%
CC(C)c1nnc(NC(=O)c2cccc3ncccc23)s1	-8%	26%
CCCCC(=O)N(c1ccc2oc(C)c(C(C)=O)c2c1)S(=O)(=O)c1ccc(F)cc1C	12%	0%
O=C(NCCNC(=O)c1cc2ccccc2[nH]1)c1ccccn1	-5%	-3%
C=CCN(CCC(=O)NC(=O)NC)CCc1ccccc1	-1%	3%
COc1ccc(-c2c(C)oc3cc(OC(=O)C(C)C)ccc3c2=O)cc1OC	-11%	-13%
CC(Sc1ncc(C(F)(F)F)cc1Cl)C(=O)Nc1ccccc1F (configuration not stated)	13%	11%
COCCn1c(COc2ccccc2-c2ccccc2)nnc1SCC(=O)c1ccccc1Cl	-8%	-2%
CCn1cc(C(=O)NCCc2ccc(C)cc2)c(=O)c2cc(S(=O)(=O)N(C)C)ccc21	-9%[57.5 µM]	7%[57.5 µM]
CCCCOc1ccccc1NC(=O)Cn1c(-c2cncs2)nc2ccccc21	-8%	21%
CCOC(=O)c1c(NC(=O)Cc2coc3ccc(CC)cc23)sc2c1CCC2	-18%	-24%
CC(C)CNc1oc(-c2ccccc2F)nc1C#N	-2%	3%

Next structures follow:
SMILES	UDG counterscr	AID inh
CCOC(=O)C(C)N1C(=O)S/C(=C/c2cn(C)c3ccccc23)C1=O (configuration not stated)	-5%	-5%
CCOc1ccccc1NC(=O)C(C)Sc1nc2c(c(=O)[nH]1)CCCC2 (configuration not stated)	11%	26%
Cc1ccccc1C(OC(=O)c1nn(C)c(=O)c2ccccc12)C(F)(F)F (configuration not stated)	-2%	-16%
Cc1ccc(N2CCN(C(=O)c3c4c(nc5ccccc35)C(=O)N(C3CCCCC3)C4)CC2)c(C)c1	2%	u
CC(N)C1CC1 (configuration not stated)	-6%	0%
N#Cc1c(SCC(=O)O)nc2c(c1-c1cccs1)CCCC2	-1%	6%
COCC(=O)N1CCN(Cc2noc(C(C)(C)C)n2)CC1	0%	3%
Cc1ccc(Nc2ccc3cc(S(=O)(=O)N4CCCCC4)ccc3n2)cc1F	-26%[57.5 µM]	2%
CCCNC(=O)C(C)NC(=O)c1cc(C2CC2)nc2c1cnn2C(C)C (configuration not stated)	-1%	-9%
O=C(Nc1ccc(F)cc1)[C@H](CSCc1ccccc1)N1Cc2ccccc2C1=O	-8%	-3%
CC1=C(C(=O)OCC2CCCCC2)C(c2ccc(Cl)cc2)CC(=O)N1 (configuration not stated)	-2%	1%
CC(C)(C)C1CCc2c(sc(NC(=O)c3cc(-c4ccc(F)cc4)on3)c2C#N)C1 (configuration not stated)	u	14%
Cc1nc2nc(SCC(=O)N(C)Cc3ccccc3)nn2c(C)c1Cc1ccccc1Cl	-15%	45µM*
CC1C/C(=N/NC(=S)NC2CCCCC2)CC(C)(C)C1 (configuration not stated)	3%	-10%
Cc1ccc2c(c1)C(Cc1ccccc1F)C(=O)N2 (configuration not stated)	-4%	9%
COc1ccc(-c2cc(C(C)=O)c(C)n2CCC(=O)Nc2cccc(C)c2C)cc1	-20%	-24%
COc1ccc(-c2cc(-c3ccc4c(c3)NC(=O)CO4)nc3c2COc2ccc(C)cc2-3)cc1	4%	9%
CC(C)NC(=O)C(Cc1ccccc1)NC(=O)c1ccccc1 (configuration not stated)	10%	1%
CCNC(=O)NC(=O)COC(=O)c1ccc(COc2ccc3c(C)cc(=O)oc3c2)cc1	1%	-1%
Fc1ccc(OCc2nc(-c3ccccc3)no2)cc1	0%	0%
